CHX counter: counter-screen hit for Shiga toxin inhibitors, cycloheximide; 300,000 tested, 12% active; max response, %; cell reporter, cycloheximide protein synthesis inhibition counterscreen; in the data active = max response mostly above about 13%, no sharp cut-off; inactive = mostly below about 14%; also: read at 38.3 µM for the half of the compounds with a filed dose; 0% is about no effect
Pf growth 96h: P. falciparum growth inhibition at 96 hour, primary screen for plastid delayed-death inhibitors; P. falciparum luciferase reporter growth, 96 h; Potency, µM (top dose mostly 28.7 µM), for inactives: at the highest dose activity change, negative = inhibition, usual class: inhibitors; 320,000 tested, 6.9% active; AID 504834; also: potency is read from the fitted curve at half-maximal effect; % is scaled to controls: 0 for no effect and ±100 for the full control effect
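Erythrocytes infected with luciferase-expressing P. falciparum were dispensed at 2% hematocrit and 0.05% parasitemia (final), then incubated with compounds 96 hours at 37 C in 5% CO2. Luminescence after detection reagent addition reported growth.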
FBPA Giardia inh: inhibitors of Giardia lamblia fructose-1,6-bisphosphate aldolase | A8B2U2 | purified Giardia FBPA | Potency, µM (top dose mostly 59.6 µM), for inactives: top-dose activity, negative = inhibition, most hits filed as inhibitors | 290,000 tested, 0.71% active | AID 2451; also: potency is read from the fitted curve at half-maximal effect; % is scaled to controls: 0 for no effect and ±100 for the full control effect; nearly all actives have a fitted effect of over 55% in size
Target sequence (A8B2U2 whole entry, looked up): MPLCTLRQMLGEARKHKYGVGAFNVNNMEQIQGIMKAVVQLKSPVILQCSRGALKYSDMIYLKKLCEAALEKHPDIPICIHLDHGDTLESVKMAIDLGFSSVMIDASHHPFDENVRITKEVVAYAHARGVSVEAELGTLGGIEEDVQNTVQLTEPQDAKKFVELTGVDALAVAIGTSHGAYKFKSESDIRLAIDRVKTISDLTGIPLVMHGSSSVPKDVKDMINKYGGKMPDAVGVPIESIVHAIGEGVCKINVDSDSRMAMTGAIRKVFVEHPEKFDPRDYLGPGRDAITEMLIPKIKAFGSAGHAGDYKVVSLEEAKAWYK
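Giardia FBPA (40 nM reagent) was preincubated 10 min at RT with compound (up to 57.5 uM final), then substrate plus GAPDH/TPI/NAD/arsenate coupling system with diaphorase/resazurin was added; resorufin fluorescence (525/598 nm) was read after 20 min.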
HCV inh: blocks hepatitis C virus | AID 651820 | Huh7.5.1 HCVcc-Cre infection, luciferase reporter, 44 h | 340,000 tested, 3.4% active | Potency, µM (doses to about 41.8 µM), for the others: at the highest dose activity change, negative = inhibition, most hits filed as inhibitors; also: potency is read from the fitted curve at half-maximal effect; % is scaled to controls: 0 for no effect and ±100 for the full control effect
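Luciferase read-out (15 sec integration) after a 15 min room-temperature substrate step quantifies HCVcc-Cre infection. Cells, 1,000 per well, had compound added 4 h post-plating, then virus at ~0.5 moi, and were cultured 44 h.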
Pf growth 48h: P. falciparum growth inhibition at 48 hours (one generation). P. falciparum luciferase growth in erythrocytes, 48 h. Potency, µM (series often up to 28.7 µM), inactives show at the highest dose activity change, negative = inhibition, most hits filed as inhibitors. 310,000 tested, 5.9% active. AID 504832; also: potency is read from the fitted curve at half-maximal effect; % is scaled to controls: 0 for no effect and ±100 for the full control effect
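Here the parasites carry a stable luciferase gene and grow inside erythrocytes in Albumax-based RPMI medium with compound for one erythrocytic cycle. Activity is scored as loss of luminescent signal.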
Shiga toxin inh: blocks Shiga toxin action in Vero cells; Vero cells, Shiga toxin protein synthesis inhibition reporter; inhibition, % at 38.7 µM; 290,000 tested, 9.2% active; AID 2315; in the data active = inhibition mostly above about 28%, no sharp cut-off; inactive = mostly below about 43%; also: 0% is about no effect
* = called active by the depositor; ? = inconclusive; . = not tested or not shown; ! = not confirmed by another sample; [ ] = another dose, or the depositor's remark. Unless noted, calls follow the shape of the dose curve; as a rule, active = well fitted curve in the direction sought with a large enough effect; inconclusive = small, poorly fitted or top-dose-only effect, or another doubt; inactive = no such curve, though single readings can be large; an effect the other way counts as inactive or inconclusive. No enrichment for hits. Share with any hit: about 24%.

No.	smiles	CHX counter	Pf growth 96h	FBPA Giardia inh
1	COc1ccc(CCN(Cc2ccccn2)C(=S)Nc2cccc(SC)c2)cc1OC	5	-28%	10µM*
2	CCOC(=O)c1cnc(SC)nc1Oc1cccc(NS(=O)(=O)c2ccccc2)c1	10	?	2%
3	Nc1c(Cl)cc(C2=NCCn3c2c2ccc([N+](=O)[O-])cc2[n+]3[O-])cc1Cl	.	?	.
4	Cc1ccccc1OCCC(=O)N1CCN(S(=O)(=O)c2ccccc2F)CC1	-1	?	6%
5	CC1(C)O[C@H]2C[C@@H]3[C@H]4CCC5=CC(=O)CC[C@@]5(C)[C@]4(F)[C@@H](O)C[C@@]3(C)[C@@]2(C(=O)CCl)O1	.	4.1µM*	-2%[21.7 µM]
6	O=C(CCCCn1c(=O)c2ccccc2n(Cc2ccc(Cl)cc2)c1=O)NCc1ccco1	0	25%	6%
7	Cc1ccc(CNC(=O)C2CCN(S(=O)(=O)c3cccnc3)CC2)cc1	-2	-18%	.
8	Cc1c(C(=O)N/N=C/c2cccc(O)c2)nnn1-c1nonc1N	12	13µM*	-3%
9	Cc1cc(=O)oc2cc(Oc3ccc(C(N)=O)cc3[N+](=O)[O-])ccc12	-2	4%	-2%
10	CC(C)OCCCn1c(=NC(=O)c2cccs2)c(C#N)cc2c(=O)n3ccccc3nc21	-2	?	0%

No.	HCV inh	Pf growth 48h	Shiga toxin inh
1	-2%	?	-3
2	10µM*	-6%	-9
3	10µM*	13µM*	.
4	4%	?	20
5	.	5.1µM*	.
6	13µM*!	12µM*	-3
7	14%	14%	-3
8	-20%	?	1
9	-4%	5%	-4
10	?	?	27

More entries follow.
No.	smiles	CHX counter	Pf growth 96h	FBPA Giardia inh
11	O=C(Nc1ccc2c(c1)nc1n2CCN(Cc2ccccc2)C1)NC1CCCCC1	-6	-14%	?
12	COc1ccc(N=Cc2[nH]c3ccccc3c2O)cc1	31*	160%[activator]	14µM*
13	Cc1ccc(-c2nn(-c3ccccc3)cc2CNCc2ccccc2)cc1	-4	-13%	-7%
14	CCN(c1ccc(NC(=O)CCNC(=O)c2ccco2)cc1)C(C)C	7	0%	0%
15	COC(=O)c1cc(-c2c(-c3cc(OC)c(OC)c(OC)c3)noc2C)cc([N+](=O)[O-])c1	1	-20%	-7%
16	COc1ccccc1NC(=O)Cc1noc(CSc2nnc(C)s2)n1	-2	?	14%
17	CCOc1ccc(/C=N/NC(=O)c2ccoc2C)cc1OC	79*	?	-12%
18	O=C(COC(=O)c1ccccn1)NCc1ccc(Cl)cc1Cl	.	49%[activator]	.
19	CCn1c(SCC(=O)NC2CC2)nnc1-c1ccc(C)cc1	1	3%	-7%
20	Cc1ccc2c(c1)nnn2C1CCN(C(=O)NCc2ccccc2)CC1	4	44%[activator]	0%

No.	HCV inh	Pf growth 48h	Shiga toxin inh
11	-17%	.	-5
12	23%	17%	42*
13	11µM*	?	-3
14	-4%	12%	20
15	-12%	57%[activator]	17
16	3%	?	16
17	-3%	-14%	77*
18	12%	10%	.
19	5%	15%	-5
20	-7%	?	32

Later entries
No.	smiles	CHX counter	Pf growth 96h	FBPA Giardia inh
21	Cc1ccc(-n2c(-c3cccs3)nc3ccccc3c2=O)cc1	-3	4%	0%
22	O=C(c1ccccc1)N1CCN(c2ccc([N+](=O)[O-])cc2-n2cccc2)CC1	7	-8%	10%
23	Cc1ccc(NS(=O)(=O)c2c(C)ccc3nsnc23)c([N+](=O)[O-])c1	0	5%	5%
24	Cc1cccc(S(=O)(=O)N2CCCc3ccccc32)c1	11	0%	-6%
25	CCNS(=O)(=O)c1ccc(C(=O)OCC(=O)N2CCCc3ccccc32)cc1	.	-2%	.
26	CC(=O)NC1C(=O)N(C)c2ccc(Br)cc21 (stereo unspecified)	-1	15%	.
27	Cn1c(O)c(C=NC2CC(C)(C)NC(C)(C)C2)c(=O)n(C)c1=O	-1	119%[activator]	3%
28	O=C(CSc1nnc(-c2ccco2)n1Cc1ccco1)NCc1cccs1	-4	-8%	-6%
29	COc1ccc(/C=N/NC(=S)Nc2cc(C(F)(F)F)ccc2Cl)cc1	7	?	1%
30	NC(=S)N/N=C/c1ccc(Br)o1	3	0%	?

No.	HCV inh	Pf growth 48h	Shiga toxin inh
21	4%	9%	4
22	?	-7%	-12
23	3%	62%[activator]	.
24	1%	-45%	-7
25	8%	1%	.
26	.	?	-9
27	7%	?	-12
28	3%	1%	-12
29	-13%	?	27
30	15%	?	9

Random excerpt: 5 entries already listed
No.	smiles	CHX counter	Pf growth 96h	FBPA Giardia inh
22	O=C(c1ccccc1)N1CCN(c2ccc([N+](=O)[O-])cc2-n2cccc2)CC1	7	-8%	10%
27	Cn1c(O)c(C=NC2CC(C)(C)NC(C)(C)C2)c(=O)n(C)c1=O	-1	119%[activator]	3%
21	Cc1ccc(-n2c(-c3cccs3)nc3ccccc3c2=O)cc1	-3	4%	0%
30	NC(=S)N/N=C/c1ccc(Br)o1	3	0%	?
29	COc1ccc(/C=N/NC(=S)Nc2cc(C(F)(F)F)ccc2Cl)cc1	7	?	1%

No.	HCV inh	Pf growth 48h	Shiga toxin inh
22	?	-7%	-12
27	7%	?	-12
21	4%	9%	4
30	15%	?	9
29	-13%	?	27

Continuation:
No.	smiles	CHX counter	Pf growth 96h	FBPA Giardia inh
31	Cc1ccc(NC(=O)CSc2nnc(C)n2CC2CCCO2)cc1 (stereo unspecified)	5	22%	1%
32	CCC(CC)NC(=O)Cc1ccc(F)cc1	-3	10%	0%
33	COc1ccccc1NC(=O)CCN1C(=O)C2CC=CCC2C1=O (stereo unspecified)	-2	?	4%
34	O=S(=O)(NC1CCCCCCC1)OCC(Cl)(Cl)Cl	-3	-87%	4%
35	CCOc1ccc(/C=C2\CCC(C3CCCC3)C2=O)cc1OC (stereo unspecified)	8	?	-4%
36	O=C(CCC(=O)N1CCOc2ccccc21)NCCCN1CCCCC1	-1	0%	-9%
37	COc1cccc(C2=NOC(C(=O)Nc3ccc4c(c3)OCO4)C2)c1OC (stereo unspecified)	14	3%	-8%
38	O=c1c2c(nc3n1CCCCC3)-c1ccccc1CC21CCCC1	-2	?	5%
39	C=CCN1C(=O)C2(C(C(=O)OCC)=C(N)Oc3ccccc32)C2=C1CCCC2=O (stereo unspecified)	-4	-3%	1%
40	CCOC(=O)c1ccc2nc(NC(=O)c3ccco3)sc2c1	27*	130%[activator]	0%

No.	HCV inh	Pf growth 48h	Shiga toxin inh
31	17%	13%	-10
32	13%	3%	-11
33	-4%	30%	-8
34	10%	29%	-6
35	0%	-4%	30
36	33%[activator]	4%	2
37	-13%	2%	17
38	-26%	-21%	-5
39	-1%	-2%	-3
40	-10%	74%[activator]	35*

Further results.
No.	smiles	CHX counter	Pf growth 96h	FBPA Giardia inh
41	CCOc1ccc(C2C3=C(CCCC3=O)OC(N)=C2[N+](=O)[O-])cc1 (stereo unspecified)	-1	37%	2%
42	COc1ccc(C2=NN(C(=O)CSc3nc(=O)n4ccc(C)cc4n3)C(c3ccc(C)cc3)C2)cc1 (stereo unspecified)	.	?	.
43	O=C(C1CCCCN1S(=O)(=O)c1ccccc1[N+](=O)[O-])N1CCCCC1 (stereo unspecified)	10	3%	-1%
44	CC(=O)c1ccc(NC(=S)Nc2cccc(Cl)c2C)cc1	-4	-16%	-4%
45	CCN(CC)S(=O)(=O)c1ccc(OC)c(NC(=O)CCc2c(C)noc2C)c1	.	-28%	.
46	Cn1c(=O)c(=O)n(C)c2cc(N3CCOCC3)c(NS(=O)(=O)c3ccc(F)c(Cl)c3)cc21	-1	32%[activator]	?
47	CCOC(=O)c1cc(C(=O)c2ccccc2O)cn2c(=O)c3c(C)c(C)sc3nc12	-3	14%	0%
48	COc1cc(CN2CCCC(C(=O)N3CCc4ccccc4C3)C2)cc(OC)c1OC (stereo unspecified)	8	?	?
49	CCOC(=O)N1CCN(C(=O)COc2ccc3oc4c(c3c2)CCCC4)CC1	.	-5%	.
50	CC(=O)OC12CC3CC(C1)C(=NO)C(C3)C2	-3	.	4%

No.	HCV inh	Pf growth 48h	Shiga toxin inh
41	1%	-11%	12
42	?	9.3µM*	.
43	2%	-4%	7
44	-15%	16%[5.75 µM]	4
45	-29%	?	.
46	15%	-10%	-1
47	.	9%	-14
48	-15%	?	5
49	?	?	.
50	8%	21%	-1

Other structures
No.	smiles	CHX counter	Pf growth 96h	FBPA Giardia inh
51	CC(=O)Nc1ccc(S(=O)(=O)NCC2CCC(C(=O)N3CCCCCC3)CC2)cc1 (stereo unspecified)	-2	-26%	2%
52	CCCOc1ccc(C(=O)NC(=S)Nc2nc3ccc(C)cc3s2)cc1	2	69%[activator]	4%
53	COc1ccc(N2C(=O)CC(NCc3cccs3)C2=O)cc1 (stereo unspecified)	-2	-9%	1%
54	O=C(O)c1cccc(C(=O)O)c1Br	-4	-14%	-29%
55	CCN(CC)CC(=O)Nc1sc(C)cc1C(=O)c1ccc(C)cc1	-3	-24%	8%
56	O=C(OCc1ccc(Cl)cc1)c1cccnc1Cl	18*	-2%	-2%
57	CCN1CCN(c2ccc(S(=O)(=O)N3CCOCC3)cc2NC(=O)c2ccc(C)c(C)c2)CC1	.	?	.
58	CCNC(=O)/C(C#N)=C/c1c(N2CCN(c3ccc(OC)cc3)CC2)nc2c(C)cccn2c1=O	-1	?	-8%
59	COc1cccc(C(=O)Nc2nnc(-c3cccs3)o2)c1	33*	-72%	13%
60	CCCCc1cc(=O)oc2cc(C)cc(OC(C)C(=O)NCc3cccnc3)c12 (stereo unspecified)	10	17µM*	.

No.	HCV inh	Pf growth 48h	Shiga toxin inh
51	-3%	?	-5
52	.	15%	-9
53	3%	14%	11
54	17%	8%	-6
55	?	?	-9
56	16%	17%	55
57	16%	?	.
58	-21%	?	2
59	-7%	.	93
60	?	?	-5

Following part
No.	smiles	CHX counter	Pf growth 96h	FBPA Giardia inh
61	COc1ccccc1/C=C/C(=O)Nc1cccnc1Cl	30*	47%[activator]	2%
62	CN(C)c1ccnc2sc(C(=O)c3ccc(Br)cc3)c(N)c12	-8	6%	-5%
63	COc1ccc(CCNC(=O)CCCOc2cccc(C)c2C)cc1OC	-1	?	-2%
64	CC(CCc1ccco1)NC(=O)CCc1nnc2ccc(NCc3ccc(Cl)cc3)nn12 (stereo unspecified)	10	33%[activator]	.
65	O=C1c2cccc3cccc(c23)C(=O)N1OS(=O)(=O)c1ccc(Cl)cc1	-1	123%[activator]	1%
66	CC(=O)NNC(=O)c1csc(Cc2c(Cl)sc3ccc(Cl)cc23)n1	1	-114%	13%
67	Brc1cc2c(cc1CN1CCN(c3ccccc3)CC1)OCCO2	-2	12%	-4%
68	COc1ccccc1-n1cnnc1SCC(=O)NCC1CCCO1 (stereo unspecified)	-2	49%	3%
69	Cn1c(CCN2CCCCC2)nc2cc(NS(=O)(=O)c3ccc(F)cc3)ccc21	-1	6%	-3%
70	C=C(C)Cn1cnc2cc(C)c(C)cc21	13	181%[activator]	0%
71	O=C(CCC(=O)NNC(=O)Cc1ccccc1)NCc1ccccc1	-2	10%	0%
72	Cc1ccc(-n2[nH]c(C)c(CCC#N)c2=O)cc1	-3	-25%	-10%

No.	HCV inh	Pf growth 48h	Shiga toxin inh
61	-27%	41%[activator]	51*
62	5%	26%	22
63	-14%	?	-3
64	-6%	?	20
65	5%	0%	-9
66	?	?	-5
67	3%	6%	7
68	19%	14%	-5
69	-5%	-23%	27
70	-22%	-22%	-15
71	-4%	7%	-7
72	-6%	-13%	-5

High-throughput results as filed in PubChem.
